Assay outcomes (PubChem BioAssay)
Menin-MLL TR inh = menin-MLL binding inhibition, Texas Red mutant peptide. O00255. Potency, µM (series often up to 61.6 µM), inactives show top-dose FP activity change, negative = inhibition, most hits filed as inhibitors. 270,000 tested, 0.23% active. Menin + Texas Red MLL mutant peptide, fluorescence polarization; active = well fitted inhibition curve with a large enough effect in the polarisation, with a control signal flat, not every such curve was filed as active; inconclusive = small, poorly fitted or top-dose-only effect, or effect the other way, or a change in a side signal; inactive = no such curve, though single readings can be large or run the other way; the % refers to the polarisation; also: potency is read from the fitted curve at half-maximal effect; % of control where 0% means no effect; many of its hits are not listed in these tables
Rab9 promoter act = activates the Rab9 promoter; Huh7 Rab9 promoter-luciferase reporter, luminescence, 24 h; Potency, µM (titrated, usually from 9.22 µM), for the others: at the highest dose activation, negative = inhibition, usual class: activators; 320,000 tested, 2.8% active; AID 485297; also: potency is read from the fitted curve at half-maximal effect; % of control where 0% means no effect; nearly all actives have a fitted effect of over 60% in size
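Measured in stably transfected Huh7 cells bearing a Rab9 promoter–luciferase construct: 24 h compound treatment at 37 °C, followed by luminescence detection.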
FLuc modulator = inhibits or activates purified firefly luciferase, miR-21 counter-screen | Potency, µM (titrated, usually from 57.5 µM), inactives show at the highest dose activity change, negative = inhibition, most hits filed as inhibitors | purified FLuc, Km substrates, luminescence inhibition | AID 588342 | 360,000 tested, 6.9% active;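 also: potency is read from the fitted curve at half-maximal effect; plate controls were vehicle for no effect and reference inhibitor for full effect; nearly all actives have a fitted effect of over 55% in size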
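Purified P. pyralis luciferase, 10 nM final, with Km-level 10 uM D-luciferin and 10 uM ATP in 50 mM Tris acetate pH 7.5, 10 mM Mg acetate, 0.01% Tween-20, 0.05% BSA; 6-point qHTS titration about 60 µM downward; luminescence read.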
NPC1 prom act = activators of NPC1 promoter | 320,000 tested, 2.4% active | Huh7 NPC1 promoter luciferase reporter, 24 h | Potency, µM (doses to about 9.22 µM), inactives show at the top dose activation, actives largely listed as activators;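 also: potency is read from the fitted curve at half-maximal effect; % of control where 0% means no effect; nearly all actives have a fitted effect of over 60% in size; reporter is driven by a mutant NPC1 promoter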
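Stable NPC1-promoter luciferase Huh7 line; cpd (DMSO) 24 h, 37 °C, 5% CO2; Amplite luciferase reagent 10 min RT; luminescence readout. qHTS format.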
PKM2 activator = increases activity of human pyruvate kinase M2 | P14618 | purified PKM2, Kinase-Glo ATP luminescence, activation; response scale: 0% is enzyme alone, no compound | Potency, µM (top dose mostly 57.5 µM), inactives show top-dose activation, most hits filed as activators | 260,000 tested, 0.34% active | AID 1631; also: potency is read from the fitted curve at half-maximal effect; % is scaled to controls: 0 for no effect and ±100 for the full control effect; nearly all actives have a fitted effect of over 55% in size
Target sequence (P14618 whole entry, looked up): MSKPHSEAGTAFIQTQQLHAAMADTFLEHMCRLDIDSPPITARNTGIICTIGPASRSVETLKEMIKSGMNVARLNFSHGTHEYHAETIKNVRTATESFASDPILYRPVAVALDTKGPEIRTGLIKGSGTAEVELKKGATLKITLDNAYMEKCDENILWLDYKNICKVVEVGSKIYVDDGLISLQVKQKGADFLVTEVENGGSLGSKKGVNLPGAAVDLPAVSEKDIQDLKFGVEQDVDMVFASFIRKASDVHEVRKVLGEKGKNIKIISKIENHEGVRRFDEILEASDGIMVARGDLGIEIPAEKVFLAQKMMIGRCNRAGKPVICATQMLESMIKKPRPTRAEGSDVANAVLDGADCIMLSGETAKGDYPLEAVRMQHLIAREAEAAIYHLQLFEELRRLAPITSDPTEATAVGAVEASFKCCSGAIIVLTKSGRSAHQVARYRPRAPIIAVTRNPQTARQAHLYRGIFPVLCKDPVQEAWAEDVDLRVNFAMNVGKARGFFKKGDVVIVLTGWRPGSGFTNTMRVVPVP
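Purified hPK-M2 (>95%) run at intermediate activity with 0.1 mM ADP and 0.5 mM PEP in 50 mM imidazole pH 7.2, KCl, MgCl2; 1 h room temperature. ATP formed read by Kinase-Glo luminescence; normalized to uninhibited and no-enzyme controls.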
VP16 counter = counter-screen for ROR gamma inhibitors: Gal4-VP16 reporter; Drosophila S2 Gal4-VP16 UAS-luciferase, luminescence, 20 h; 310,000 tested, 3.5% active; Potency, µM (highest dose often 53.6 µM), for the others: at the highest dose activity, negative = inhibition, actives largely listed as inhibitors;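 also: Gal4-VP16 expression switched on by copper sulfate through the metallothionein promoter; potency is read from the fitted curve at half-maximal effect; % is scaled to controls: 0 for no effect and ±100 for the full control effect; nearly all actives have a fitted effect of over 50% in size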
ELG1 genotoxic = genotoxicity induction in ELG1-luciferase HEK293T cells. HEK293T ELG1-luciferase reporter, luminescence, 16 h. Potency, µM (top dose mostly 46 µM), without a hit: at the top dose activity change, positive = activation, hits mostly activators. 330,000 tested, 1.3% active. AID 504466; also: potency is read from the fitted curve at half-maximal effect; % of control where 0% means no effect; nearly all actives have a fitted effect of over 60% in size
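Cells (2,000/well) expressing the ELG1-luciferase fusion are dosed by pin tool and kept 16 hr at 37 °C, 5% CO2. Signal comes from ONE-Glo luciferase reagent after 30 min at room temperature.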
Giardia killer = Giardia lamblia killing; Giardia lamblia trophozoite viability; activity change, % at 7.66 µM, hits read low; 340,000 tested, 0.15% active; in the data active = activity change below about -80%; inconclusive = between about -30% and that limit;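 also: parasites exposed to compound for two days anaerobically before the ATP read; % is scaled to controls: 0 for no effect and ±100 for the full control effect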
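Media and compound were dispensed first, then trophozoites at 100 cells/well; plates sat 48 hrs at 37 deg C without oxygen before ATP luminescence reagent was added and read after 15-30 min at room temperature.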
p53 reactivator = mutant p53 re-activation in reporter cells. H1299 p53-A138V BP100-luciferase reporter, luminescence, 24 h. Potency, µM (titrated, usually from 92.2 µM), inactives show at the highest dose activity change, positive = activation, usual class: activators. 320,000 tested, 0.063% active. AID 504706; also: potency is read from the fitted curve at half-maximal effect; % of control where 0% means no effect; nearly all actives have a fitted effect of over 45% in size
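p53-null H1299 cells stably carrying temperature-sensitive p53-A138V and a BP100-luciferase reporter were pinned with compounds (4-point, 1:5 series) and held 24 hrs at 37 deg C. Luminescence was read 10 min after detection reagent.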
RORg inh = inhibitors of mouse ROR gamma transcriptional activity | P51450 | 310,000 tested, 5.4% active | Drosophila S2 Gal4-RORgamma UAS-luciferase reporter, 20 h | Potency, µM (doses to about 53.6 µM), inactives show at the top dose activity change, negative = inhibition, hits mostly inhibitors; also: potency is read from the fitted curve at half-maximal effect; % is scaled to controls: 0 for no effect and ±100 for the full control effect; nearly all actives have a fitted effect of over 60% in size
Target sequence (P51450 whole entry, looked up, the tested form may be a part): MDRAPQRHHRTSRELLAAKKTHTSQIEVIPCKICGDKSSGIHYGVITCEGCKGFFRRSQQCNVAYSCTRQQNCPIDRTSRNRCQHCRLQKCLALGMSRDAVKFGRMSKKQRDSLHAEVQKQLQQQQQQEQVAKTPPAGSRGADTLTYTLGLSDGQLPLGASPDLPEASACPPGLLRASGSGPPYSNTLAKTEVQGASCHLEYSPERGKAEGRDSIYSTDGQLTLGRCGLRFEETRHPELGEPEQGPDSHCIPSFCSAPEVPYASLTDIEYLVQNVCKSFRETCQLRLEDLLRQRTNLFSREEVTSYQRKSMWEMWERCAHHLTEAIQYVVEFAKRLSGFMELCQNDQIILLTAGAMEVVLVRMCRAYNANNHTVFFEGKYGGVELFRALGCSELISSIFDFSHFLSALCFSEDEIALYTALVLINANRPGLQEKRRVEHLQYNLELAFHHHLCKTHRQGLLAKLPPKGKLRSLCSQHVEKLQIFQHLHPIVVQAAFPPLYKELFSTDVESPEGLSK
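ROR gamma transcriptional activity was tracked as Gal4-UAS luciferase output in stably transfected Drosophila Schneider cells, with compound added 1 hr before 700 uM copper sulfate induction and a 20 hr ambient-temperature incubation.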
BRCA1 expr up = increases BRCA1 expression; MCF7-BRCA1-FFLuc reporter, luminescence, 48 h; response scale: scaled: vehicle 0%, 10 µM genistein 100%; Potency, µM (top dose mostly 46.1 µM), without a hit: at the highest dose activation, hits mostly activators; 380,000 tested, 1.1% active; also: potency is read from the fitted curve at half-maximal effect; nearly all actives have a fitted effect of over 80% in size; some results filed as inactive show a strong effect at the top dose
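Luminescence from a BRCA1-driven firefly luciferase in MCF7 cells was read after 48 h compound exposure at 37 C. Data normalized against DMSO and a 10microM genistein activation control, then curve-fitted across the titration.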
Numbers without * were called inactive; ? = inconclusive; nt = no result given; & = joins results of further samples; [ ] = remark or other dose. Unless noted, calls follow the shape of the dose curve; as a rule, active = well fitted curve in the direction sought with a large enough effect; inconclusive = small, poorly fitted or top-dose-only effect, or another doubt; inactive = no such curve, though single readings can be large; an effect the other way counts as inactive or inconclusive. Some of the compounds tested (hit frequency here may not be typical).

Screens in order – Menin-MLL TR inh, Rab9 promoter act, FLuc modulator, NPC1 prom act, PKM2 activator, VP16 counter, ELG1 genotoxic, Giardia killer, p53 reactivator, RORg inh, BRCA1 expr up
- O=C1COc2ccc(S(=O)(=O)CCC(=O)N3CCN(c4cccc(C(F)(F)F)c4)CC3)cc2N1
→ nt, -18%, -2%, -2%, nt, ?, -11%, -3, -6%, -43%, -40%
- COc1ccc(-c2ncccc2OC(=O)C23CC4CC(CC(C4)C2)C3)cc1OC
→ ?, -3%, -1%, 0%, ?, 2%, -2%, 0, -7%, ?, -30%
- COC(=O)c1c(NC(=O)c2cccc([N+](=O)[O-])c2)sc(C(N)=O)c1C
→ -9%, 1%, -3%, 0%, -6%, -15%, ?, 23, -5%, 4%, -25%
- O=C(COc1ncnc2ccccc12)Nc1cc([N+](=O)[O-])ccc1F
→ nt, 1%, 0%, -1%, -8%, 1%, 0%, -3, 9%, 8%, 0%
- N/C(=N\OC(=O)c1ccc(F)cc1)c1cccc([N+](=O)[O-])c1
→ 13%, ?, 0.24µM*, ?, -3%, -11%, ?, 10, -1%, 2%, 39%
- Cc1cc(C)cc(N(C(=O)c2ccc(Br)o2)C2C=CS(=O)(=O)C2)c1 (configuration not stated)
→ -24%, 0%, -3%, -10%, 5%, -9%, 5%, 17, -2%, -2%, 4%
- O=C(CN1C(=O)NC2(CCCC2)C1=O)Nc1cccc(-c2nnc3n2CCCCC3)c1
→ 1%, -1%, -1%, 2%, 8%, 11%, -1%, 16, 2%, 4%, -20%
- O=S(=O)(c1cc(F)ccc1F)N1CCN(C2CCCCC2)CC1
→ -1%, 0%, 1%, -4%, 1%, nt, -1%, -21, nt, nt, -4%
- COc1ccc(OC)c(NC(=O)c2ccccc2NS(=O)(=O)c2cccc3cccnc23)c1
→ ?, 1%, 11%, -3%, 4%, -5%[0.365 µM], -5%, -3, 0%, 3%, -23%
- CCCCc1nc(SCC(=O)Nc2cc(C)on2)n[nH]1
→ -1%, 20%, 13%, -1%, 3%, 10%, 0%, 1, 1%, 14%, 1%
- O=C(c1ccccc1)c1ccc2nc(N3CCCCC3)c3nncn3c2c1
→ 36%[activator], -10%, 7%, -3%, -2%, -9%, -2%, 10, -9%, 6%, -46%
- O=C(CN1CCc2ccccc21)NCc1ccccc1Cl
→ -14%, 14%, ?, 6%, -1%, 22%, 4%, -25, 23%, ?, 8%
- CCOc1ccc(CC(C(=O)NN)C(=O)NN)cc1CN(C)C
→ -18%, -4%, -1%, -3%, -1%, -4%, -1%, 30[activator], 4%, 22%, -1%
- Cc1ccc(C)c(OCC(=O)N(C)CC(=O)Nc2ccc(Cl)c(C(F)(F)F)c2)c1
→ nt, -2%, 5%, 2%, nt, nt, -7%, 1, 0%, nt, -43%
- Cc1sc(/N=C/c2c(O)ccc3ccccc23)c(C#N)c1C
→ 0%, 12%, -1%, 0%, 1%, 1%, 3%, nt, -2%, -15%, nt
- COc1ccc2nc(Nc3ccccc3)sc2c1
→ ?, 1.6µM*, 1.5µM*, 3.5µM*, -10%, -11%, 22%, -13, 29%, ?, ?
- O=C(CCc1ccccc1)Nc1cc(C(=O)O)cc(C(=O)O)c1
→ 13%, -14%, 2%, -1%, -1%, -8%, 3%, 11, 5%, 2%, 0%
- CC(OC(=O)Cc1c[nH]c2ccccc12)C(=O)N(C)c1ccccc1 (configuration not stated)
→ nt, -8%, 0%, 0%, nt, nt, -3%, 2, -3%, nt, 2%
- Cc1ncc([N+](=O)[O-])n1CCOC(=O)c1cc(Cl)cc(Cl)c1N
→ ?, -2%, ?, 0%, ?, 4%, -1%, -86*, -4%, 2%, -23%
- COc1cccc(/C=C2/SC(=S)N(CCCC(=O)Nc3ccc(O)cc3)C2=O)c1
→ nt, -38%[inhibitor], ?, -19%, 0%, 0.35µM*, -15%, ?, -43%[inhibitor], 0.35µM*, -88%[inhibitor]
- CC(C)C1NC(C(=O)O)Cc2c1[nH]c1ccccc21 (configuration not stated)
→ 0%&7%, -2%, -4%, -5%, 1%, 3%&-3%, -6%, 8, 16%, -10%&-25%, -9%
- O=C(NCCCN1CCOCC1)C1CC(=O)N(C2CCCCC2)C1 (configuration not stated)
→ ?, 3%, -2%, -9%, 2%, ?, -5%, 23, 4%, ?, 4%
- CC1CCCC(C)N1CCNC(=O)C1CCN(S(=O)(=O)N2CCCCC2)CC1 (configuration not stated)
→ 3%, -6%, 0%, -2%, -5%, nt, -3%, -9, -14%, -11%[0.365 µM], 0%
- CCN(C(=O)CN1C(=O)S/C(=C\c2cccc(OC)c2)C1=O)C1CCS(=O)(=O)C1 (configuration not stated)
→ nt, 2%, ?, -16%, nt, -26%, 4%, 13, -1%, 10%, -14%
- Cc1cc(=O)[nH]c(SCC(=O)Nc2ccc(F)cc2)c1C#N
→ -2%, 3%, ?, -1%, -4%, 3%, -4%, 14, 13%, 28%, -10%
- CCN(CC)C(=S)SCC(=O)NC12CC3CC(CC(C3)C1)C2
→ -13%, -4%, -2%, 0%, -5%, -10%, -2%, -3, 3%, -4%, -44%
- COc1ccc(-c2nnc(SCC(=O)N3CCCCC3)o2)cc1
→ nt, ?, ?, ?, nt, 11%, ?, -8, 15%, -5%, ?
- CC1CCN(C(=O)CSc2nc(N)c3c4c(sc3n2)CN(C)CC4)CC1
→ -19%, -1%, -18%, 0%, -2%, -3%, 9%, -7, -3%, 2%, -18%
- O=C(COc1ccc2ccccc2c1Br)Nc1cccnc1
→ nt, 3%, 4.8µM*, ?, -27%, 2%, 18%, 5, -3%, 22%, 2%
- COc1cc(C=O)ccc1OCC(=O)NC(C)(C)C
→ -9%, -8%[1.84 µM], -2%, -10%, -3%, 9%[10 µM], 6%, 11, -3%, 2%, 0%
- Cc1ccc(-n2nc3c(N4CCC(C(=O)NCc5ccc(C)o5)CC4)nnc(C)c3c2C)cc1
→ ?, -7%, -2%, -6%, nt, -3%, 0%[9.26 µM], 8, -22%, -7%, -5%
- CCOCCCNC(=O)C(NC(=O)c1ccc(NC(C)=O)cc1)c1ccccc1 (configuration not stated)
→ 13%, -6%, 0%, 1%, 1%, -6%, 0%, 11, 2%, -7%, -6%
- Clc1cccc(COn2c(-c3ccc(Cl)cc3Cl)nc3ncccc32)c1
→ -7%, -5%, -1%, 2%, 6%, 4%, -5%, 11, -7%, 14%, -53%
- CSc1cccc(CN2CCC(Oc3ccc(C(=O)N4CCCCC4)cc3)CC2)c1
→ nt, -2%, 1%, 2%, 0%, -6%, -7%, 2, -7%, -3%, -17%
- COc1ccc(-c2cc(C(=O)Nc3ccc(C)c(C)c3)no2)cc1
→ ?, 23%, -1%, 10%, nt, -9%, 4%, 10, -2%, 22%, 6%
- COc1ccc(C(CNC(=O)COc2cc(C)ccc2Cl)N2CCCCC2)cc1 (configuration not stated)
→ nt, -6%, -1%, -3%, nt, nt, -3%, 7, 0%, nt, -9%
- Cc1noc(C)c1S(=O)(=O)N1CCCC(C(=O)NCc2ccccc2Cl)C1 (configuration not stated)
→ -7%, 0%, 2%, -1%, 0%, -2%, -1%, -2, 2%, 1%, -2%
- O=C(O)c1cccc(NC(=S)NC(=O)c2ccc(-c3ccc(Cl)cc3)o2)c1
→ ?, ?, 15µM*, 18%, 1%, 4%, 9%, 4, ?, 24%, 11µM*
- O=C(Nc1cccnc1)c1coc(=O)c2ccccc12
→ -1%, -1%, 1%, -10%, 16%, 12%, 1%, 2, -5%, 4%, -5%
- CCOC(=O)c1cnc2c(C)c(C)ccc2c1Nc1ccc(S(=O)(=O)Nc2ncccn2)cc1
→ 5%, 9%, 19µM*, 2%, 6%, -27%, 5%, 9, 20%, 31%, 0%
- O=C(Nc1cc(S(=O)(=O)Nc2ccccc2Cl)ccc1O)c1cc2c(s1)CCCC2
→ nt, -5%, -1%, -4%, 3%, -9%, -1%, 12, 3%, 27%, 8%
- CC(=O)c1cccc(NS(=O)(=O)N2CCOCC2)c1
→ nt, 4%, 0%, -2%, -6%, -2%, 0%, 17, -6%, -3%, -17%
- O=C(NCCc1c[nH]c2ccccc12)/C(=C\c1cccnc1)NC(=O)c1ccco1
→ 2%, 5%, 4%, -1%, -9%, -3%, 0%, -1, 0%, 19%, 13%
- O=C(CN(c1cccc(Cl)c1)S(=O)(=O)c1ccc(Cl)cc1)N1CCc2ccccc2C1
→ -6%, 0%, -8%, -1%, -2%, -6%, -1%, 10, -5%, 0%, -15%
- COc1ccccc1C(=O)N(Cc1ccc(Cl)cc1)C1CCS(=O)(=O)C1 (configuration not stated)
→ nt, 0%, 3%, 2%, nt, -1%, 1%, -24, 5%, 32%, -4%
